AmpC inh detg = AmpC beta-lactamase inhibition with detergent present; Potency, µM (titrated, usually from 114 µM), for inactives: at the top dose activity change, negative = inhibition, most hits filed as inhibitors; AmpC hydrolysis of nitrocefin, absorbance 480 nm, 0.01% Triton; P00811; 370,000 compounds, 0.041% hits; AID 485294;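 further: potency means the concentration at half of the fitted maximal effect; 0% = no-compound wells and -100% = no-enzyme wells; nearly all actives have a fitted effect of over 25% in size; some results filed as inactive show a strong effect at the top dose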
Target sequence (P00811 whole entry, looked up): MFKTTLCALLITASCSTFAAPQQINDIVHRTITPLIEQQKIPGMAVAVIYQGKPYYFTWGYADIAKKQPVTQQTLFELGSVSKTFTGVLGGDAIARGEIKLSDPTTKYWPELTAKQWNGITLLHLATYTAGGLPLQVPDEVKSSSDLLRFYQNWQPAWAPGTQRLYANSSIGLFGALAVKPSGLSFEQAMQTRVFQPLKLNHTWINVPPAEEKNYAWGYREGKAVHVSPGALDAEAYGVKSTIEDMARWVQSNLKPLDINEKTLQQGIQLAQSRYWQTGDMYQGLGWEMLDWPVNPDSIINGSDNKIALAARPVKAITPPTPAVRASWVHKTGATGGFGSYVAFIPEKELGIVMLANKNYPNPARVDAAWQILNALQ
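20 mM phosphate pH 7.0 + 0.01% (detergent screen) or 0.0001% Triton X-100; 5.3 nM AmpC reagent; cpd preinc 15 min RT; nitrocefin (800 uM stock) to start; A480 q20 s × 4 min; Activity was normalised to no-enzyme and no-compound control wells.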
HCMV inh = human cytomegalovirus inhibition; activity change, negative = inhibition, % at 57.5 µM; 410,000 compounds, 4.5% hits; HFF cells, HCMV-luciferase reporter, 72 h; hits give low values; AID 1259415; in the data active means activity change below about -60%; inconclusive means no clear call, values can overlap the other calls; inactive means above about -39%
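Screen run at 2 compound doses on HFFs infected with reporter HCMV, MOI 1 PFU/cell. Luciferase activity from cell lysates at 72 h post infection gave inhibition relative to buffer-only and Salinomycin wells.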
Tb PYK inh = T. brucei pyruvate kinase inhibition. Q57TT1. TbPYK enzyme, Kinase-Glo Plus ATP luminescence, 45 min. Potency, µM (doses to about 76.8 µM), without a hit: top-dose activity, negative = inhibition, usual class: inhibitors. 410,000 compounds, 0.12% hits; further: potency means the concentration at half of the fitted maximal effect; nearly all actives have a fitted effect of over 50% in size
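Glycolytic pyruvate kinase of T. brucei was incubated with substrate, test compound and 130 uM ADP for 45 minutes at room temperature. Luminescent Kinase-Glo Plus signal was measured after 10 minutes.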
LmPK inh = inhibitors of Leishmania mexicana pyruvate kinase. Q27686. purified LmPK, Kinase-Glo ATP luminescence, 1 h. Potency, µM (titrated, usually from 57.5 µM), for the others: at the highest dose activity change, negative = inhibition, actives largely listed as inhibitors. 290,000 compounds, 0.37% hits; further: potency means the concentration at half of the fitted maximal effect
Target sequence (Q27686 whole entry, looked up): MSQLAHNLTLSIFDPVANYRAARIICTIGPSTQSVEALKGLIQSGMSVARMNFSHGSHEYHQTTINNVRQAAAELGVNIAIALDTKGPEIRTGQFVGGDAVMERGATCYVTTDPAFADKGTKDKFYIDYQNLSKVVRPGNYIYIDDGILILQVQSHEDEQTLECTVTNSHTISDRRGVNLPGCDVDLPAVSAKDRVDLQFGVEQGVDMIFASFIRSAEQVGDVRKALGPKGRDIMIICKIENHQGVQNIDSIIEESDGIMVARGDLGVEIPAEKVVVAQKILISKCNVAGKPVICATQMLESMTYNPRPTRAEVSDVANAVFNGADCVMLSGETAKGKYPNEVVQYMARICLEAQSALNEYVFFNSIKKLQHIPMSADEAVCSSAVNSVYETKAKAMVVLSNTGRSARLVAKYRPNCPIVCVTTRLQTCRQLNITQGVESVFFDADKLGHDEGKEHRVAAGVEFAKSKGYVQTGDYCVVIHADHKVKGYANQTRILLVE
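0.1 nM LmPK, 0.5 mM PEP, 0.1 mM ADP; 50 mM imidazole pH 7.2, 7 mM MgCl2, 50 mM KCl; 1 h RT. Kinase-Glo luminescence readout, normalized to no-enzyme (full inhibition) and uninhibited wells.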
Sm TGR block = blocks Schistosoma mansoni thioredoxin glutathione reductase; Potency, µM (series often up to 114 µM), for the others: top-dose activity change, negative = inhibition, hits mostly inhibitors; Q962Y6; purified TGR, DTNB reduction, TNB absorbance 405 nm; 360,000 compounds, 3% hits; AID 485364; further: potency means the concentration at half of the fitted maximal effect; nearly all actives have a fitted effect of over 60% in size
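Kinetic colorimetric format: TGR-catalysed, NADPH-driven DTNB reduction monitored via TNB absorbance. Enzyme dispensed at 20 nM; compound exposure 15 min at room temperature before reaction start.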
AmpC no deterg = AmpC beta-lactamase inhibition without detergent | AmpC nitrocefin hydrolysis, absorbance 480 nm, 0.0001% Triton | Potency, µM (top dose mostly 57.1 µM), for inactives: at the top dose activity change, negative = inhibition, most hits filed as inhibitors | 330,000 compounds, 0.52% hits | AID 485341;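 further: potency means the concentration at half of the fitted maximal effect; plate controls were no compound for no effect and no enzyme for full effect; nearly all actives have a fitted effect of over 20% in size; some results filed as inactive show a strong effect at the top dose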
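20 mM phosphate pH 7.0 + 0.01% (detergent screen) or 0.0001% Triton X-100; 5.3 nM AmpC reagent; cpd preinc 15 min RT; nitrocefin (800 uM stock) to start; A480 q20 s × 4 min; Activity was normalised to no-enzyme and no-compound control wells.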
AMA1-RON2 inh = AMA1-RON2 (P. falciparum) interaction inhibition. AID 720542. AlphaScreen AMA1-biotinylated RON2 peptide binding. Potency, µM (doses to about 58.2 µM), without a hit: at the highest dose activity change, negative = inhibition, usual class: inhibitors. 360,000 compounds, 0.2% hits;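 further: potency means the concentration at half of the fitted maximal effect; 0% = vehicle wells and -100% = peptide control; nearly all actives have a fitted effect of over 45% in size; some results filed as inactive show a strong effect at the top dose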
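AMA1 (3D7) with his tag at 25 nM final met compounds first, then biotinylated RON2 peptide at 25 nM; detection used donor plus acceptor beads, 10 µg/mL apiece, read by AlphaScreen after 30 min at room temperature.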
The depositor's hits bear a star; ? = inconclusive; / = not tested or not shown; & = joins results of further samples; [ ] = remark or other dose. Unless noted, the call rests on the fitted dose curve; in most records, active means well fitted curve in the direction sought with a large enough effect; inconclusive means small, poorly fitted or top-dose-only effect, or another doubt; inactive means no such curve, though single readings can be large; an effect the other way counts as inactive or inconclusive. Unless noted, on the % scale 0 is the no-effect control and ±100 the full control effect.

nr	canonical_smiles	HCMV inh	AmpC inh detg	AMA1-RON2 inh	AmpC no deterg	LmPK inh	Tb PYK inh	Sm TGR block
1	CC1=C(C(N)=O)C(c2cccc(F)c2)n2nc(SCc3ccccc3)nc2N1 (stereo not given)	-1	1%	/	/	/	0%	?
2	OC(CC#CCN1CCCCCC1)(c1ccccc1)C1CCCC1 (stereo not given)	-34	3%	-6%	27%	-4%	-4%	?
3	CCOc1ccc(CN2CCN(S(=O)(=O)c3ccc(NC(C)=O)cc3)CC2)cc1	-67*	5%	9%	69%[activator]	1%	15%	-10%
4	Cn1cc([N+](=O)[O-])c(C(=O)Nc2cc(Oc3cccnc3)cc([N+](=O)[O-])c2)n1	-106*	?	5%	-10%	2%	3%	5%
5	O=C(CSc1nc2nn(-c3ccccc3)c(=O)c-2c2n1CCCCC2)Nc1ccc(F)c(F)c1	37	/	-9%	10µM*	/	-1%	/
6	CCCN(CCC)C(=S)NC(=O)c1ccc(Cl)cc1Cl	14	-10%	36%[activator]	-45%	3%	3%	12%
7	Cc1nn(C)c(C)c1S(=O)(=O)N(CC(=O)Nc1ccccn1)c1ccc(C(C)C)cc1	-23	3%	-4%	44%	5%	2%	7%
8	CCC(=O)c1ccc(N2CCCCCC2)c(F)c1	?	-8%	34%[activator]	-9%	-3%	-7%	-14%
9	COc1ccccc1N1CCN(Cc2ccc(C(=O)O)cc2)CC1	8	2%	9%	-24%	3%	0%	1%
10	CCc1nc2n[nH]c(N)c2c2c1CCCC2	0	-2%	7%	-15%	3%	-5%	0%
11	O=C(CN1CCN(S(=O)(=O)c2cccc(F)c2)CC1)NCC1(N2CCOCC2)CCCCC1	-30	-12%	17%	6%	/	-2%	-28%
12	CCOc1ccc(N(CC(=O)NCc2ccc(Cl)cc2)S(=O)(=O)c2ccccc2)cc1	-20	-10%	7%	-29%	0%	-5%	-11%
13	Cc1ccccc1Nc1nc(N)[nH]c(=O)c1N=O	?	/	30%	/	/	2%	/
14	CCc1ccccc1NS(=O)(=O)c1ccc2c(c1)CCCN2C(=O)C1CCC1	-17	1%	/	/	/	-9%	-7%
15	COc1ccc(Nc2nnc(SCc3cn4c(C)cccc4n3)s2)cc1	-9	-15%	-2%	-28%	2%	-12%	6%
16	O=C(Nc1ccn(CCCNCCN2CCOCC2)c(=O)n1)OCc1ccccc1	0	/	14%	/	/	-6%	/
17	O=CN1CCN(C(=O)c2ccccc2F)CC1	52	?	-7%	-9%	-2%	-3%	-4%
18	CC(C)CCNC(=O)C(=O)Nc1cc2c3c(c1)CCC(=O)N3CCC2	58	-9%	7%	-8%	0%	1%	-29%
19	O=C(NC12CC3CC(CC(C3)C1)C2)c1cnccn1	-27	-5%	43%[activator]	-24%	0%	-16%	0%
20	COc1ccc(N(CC(=O)N2CCN(C)CC2)S(=O)(=O)c2ccccc2)cc1	-17	?	5%	-10%	-2%	-5%	-1%
21	O=C(CN1CCC(NC(=O)c2ccccc2Cl)CC1)NCc1ccccc1	-17	-10%	-3%	-2%	0%	-5%	1%
22	COc1ccc(Cn2ccnc2SCC(=O)Nc2ccc3c(c2)OCO3)cc1	-2	6%	/	/	/	0%	?
23	Cc1ccc(OCCCCn2cnc3ccccc32)c(C)c1	-98*	?	?	-12%	-2%	/	-16%
24	CN(C)c1nc(N(C)C)c2cnn(C)c2n1	5	/	4%	/	/	-14%	/
25	CC(/C=C1\SC(=S)N(CC(=O)O)C1=O)=C\c1ccccc1	0	-5%	-5%	-41%	-1%	1%&-7%	-15%
26	CCOc1ccc(CCNC(=O)c2ccc3ccccc3n2)cc1OCC	92	4%	-1%	50%	-1%	5%	2%
27	O=C(Nc1c2c(nn1-c1ccc(F)cc1)CSC2)c1ccc(S(=O)(=O)N2CCOCC2)cc1	/	1%	3%	-5%	2%	-5%	-2%
28	CCN(CC)c1ccc(NC(=O)c2ccc(=O)[nH]c2)cc1S(=O)(=O)Nc1ccccc1OC	9	-7%	-10%	13%	1%	?	0%
29	COc1ccc(NC2=C(c3ccccc3)C(=O)c3ccccc32)cc1Cl	-6	9%	/	/	/	3%	-4%
30	CCC1Sc2ccc(S(=O)(=O)CCC(=O)Nc3cccc(Br)c3)cc2NC1=O (stereo not given)	2	-5%	-16%	-36%	5%	-20%	-3%
31	O=C(c1ccccc1)c1ccc2nc(N3CCN(c4ccc(F)cc4)CC3)c3nncn3c2c1	-67*	2%	/	/	/	1%	-2%
32	O=C(CCC1CCCN(C(=O)c2ccco2)C1)NCc1ccccc1F (stereo not given)	48	5%	0%	-12%	1%	-4%	10%
33	Cc1ccc(OCCN2C(=O)S/C(=C\c3ccc(C)o3)C2=O)cc1	-22	?	-1%[11.6 µM]	-32%	-1%	?	-27%
34	COc1ccc(-c2nc(NC(=O)C3=NN(c4cccc(C)c4)C(=O)CC3)sc2C)cc1	-7	-2%	-4%	-35%	6%	4%	-27%
35	O=C(NCc1ccc(F)cc1)C(=O)Nc1ccc2nc3n(c(=O)c2c1)CCCCC3	5	14%	/	/	/	-3%	2%
36	COC(=O)C(C(=O)OC)C(c1ccccc1)C(C(=O)c1ccccc1)[N+](=O)[O-] (stereo not given)	20	0%	-7%	41%	0%	0%	0%
37	Cc1ccc(C2=NNC(C(O)C(O)C(O)CO)S2)cc1 (stereo not given)	3	?	25%	-26%	0%	-12%	-26%
38	CN(Cc1ccc(F)cc1)C(=O)c1ccc(NS(=O)(=O)c2ccc3[nH]c(=O)[nH]c3c2)cc1	-2	-8%	-13%	-21%	/	2%	-2%
39	C=CCN1CCC(=O)C(C(=O)OCC)=C1C(=O)OCC	-8	/	-2%	/	/	-8%	/
40	CC1(C)CC=CC(COC(=O)c2ccccc2C(=O)O)C1 (stereo not given)	-17	/	-4%	/	/	2%	/
41	COc1ccc(C2CC(c3ccc(Cl)cc3)Nc3nc(NC(=O)c4ccco4)nn32)cc1 (stereo not given)	31	-1%	2%	-23%	6%	-5%	-10%
42	COc1cccc(NC(=O)CN(C)C(=O)c2cccc(S(=O)(=O)N3CCN(c4ccc(F)cc4)CC3)c2)c1	?	-3%	-23%	90%[activator]	/	-8%	18%
43	Cc1ccc(C(=O)CC(=O)COc2ccc(Cl)cc2C)cc1	-12	?	97%[activator]	2.2µM*	1%	-4%	-19%
44	Cc1cc(N/N=C/c2ccco2)c2ccccc2n1	-30	2%	20%	-12%	1%	-19%	/
45	O=c1oc(-c2ccc(F)cc2)nc2ccsc12	9	3%	0%	-21%	-3%	10%	10%
46	O=C1CCC(c2ccc3c(c2)CCC3)=NN1	-6	1%	-2%	-15%	1%	8%	25%
47	O=S(=O)(c1cccs1)N1CCN(Cc2ccccc2)CC1	21	-19%	11%	1%	2%	-6%	2%
48	CC(=O)Nc1ccc(NC(=O)c2cccc(S(=O)(=O)N3CCCCCC3)c2)cc1	2	/	-5%	-28%	/	-3%	/
49	COC(=O)C[C@H]1c2cc(F)ccc2S(=O)(=O)N1Cc1ccccc1OC	16	/	-2%	/	/	2%	/
50	O=C(CCCN1C(=O)/C(=C\c2cccs2)SC1=S)Nc1ccc(O)cc1C(=O)O	-37	-1%	-7%	-27%	2%	-12%	-2%

Ordered by formula weight (ascending): 18 of the compounds above
nr	canonical_smiles	HCMV inh	AmpC inh detg	AMA1-RON2 inh	AmpC no deterg	LmPK inh	Tb PYK inh	Sm TGR block
46	O=C1CCC(c2ccc3c(c2)CCC3)=NN1	-6	1%	-2%	-15%	1%	8%	25%
24	CN(C)c1nc(N(C)C)c2cnn(C)c2n1	5	/	4%	/	/	-14%	/
44	Cc1cc(N/N=C/c2ccco2)c2ccccc2n1	-30	2%	20%	-12%	1%	-19%	/
39	C=CCN1CCC(=O)C(C(=O)OCC)=C1C(=O)OCC	-8	/	-2%	/	/	-8%	/
37	Cc1ccc(C2=NNC(C(O)C(O)C(O)CO)S2)cc1 (stereo not given)	3	?	25%	-26%	0%	-12%	-26%
33	Cc1ccc(OCCN2C(=O)S/C(=C\c3ccc(C)o3)C2=O)cc1	-22	?	-1%[11.6 µM]	-32%	-1%	?	-27%
32	O=C(CCC1CCCN(C(=O)c2ccco2)C1)NCc1ccccc1F (stereo not given)	48	5%	0%	-12%	1%	-4%	10%
49	COC(=O)C[C@H]1c2cc(F)ccc2S(=O)(=O)N1Cc1ccccc1OC	16	/	-2%	/	/	2%	/
4	Cn1cc([N+](=O)[O-])c(C(=O)Nc2cc(Oc3cccnc3)cc([N+](=O)[O-])c2)n1	-106*	?	5%	-10%	2%	3%	5%
36	COC(=O)C(C(=O)OC)C(c1ccccc1)C(C(=O)c1ccccc1)[N+](=O)[O-] (stereo not given)	20	0%	-7%	41%	0%	0%	0%
21	O=C(CN1CCC(NC(=O)c2ccccc2Cl)CC1)NCc1ccccc1	-17	-10%	-3%	-2%	0%	-5%	1%
1	CC1=C(C(N)=O)C(c2cccc(F)c2)n2nc(SCc3ccccc3)nc2N1 (stereo not given)	-1	1%	/	/	/	0%	?
3	CCOc1ccc(CN2CCN(S(=O)(=O)c3ccc(NC(C)=O)cc3)CC2)cc1	-67*	5%	9%	69%[activator]	1%	15%	-10%
34	COc1ccc(-c2nc(NC(=O)C3=NN(c4cccc(C)c4)C(=O)CC3)sc2C)cc1	-7	-2%	-4%	-35%	6%	4%	-27%
41	COc1ccc(C2CC(c3ccc(Cl)cc3)Nc3nc(NC(=O)c4ccco4)nn32)cc1 (stereo not given)	31	-1%	2%	-23%	6%	-5%	-10%
38	CN(Cc1ccc(F)cc1)C(=O)c1ccc(NS(=O)(=O)c2ccc3[nH]c(=O)[nH]c3c2)cc1	-2	-8%	-13%	-21%	/	2%	-2%
28	CCN(CC)c1ccc(NC(=O)c2ccc(=O)[nH]c2)cc1S(=O)(=O)Nc1ccccc1OC	9	-7%	-10%	13%	1%	?	0%
27	O=C(Nc1c2c(nn1-c1ccc(F)cc1)CSC2)c1ccc(S(=O)(=O)N2CCOCC2)cc1	/	1%	3%	-5%	2%	-5%	-2%

Compound activity deposited in PubChem by National Center for Advancing Translational Sciences (NCATS).
